# Mcl1 Noxa PPI = Mcl-1/Noxa interaction inhibition. TR-FRET Mcl-1/Noxa peptide binding, 2 h. inhibition, % at 21.7 µM. 220,000 tested, 1.5% active;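 active = compounds that cut the protein-peptide binding signal by more than 50% relative to plate controls in a single-dose test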;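 note: His-tagged Mcl-1 with rhodamine Noxa BH3 peptide and terbium anti-His antibody; 0% = Mcl-1 plus Noxa peptide wells and 100% = peptide-only wells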
# Target sequence (Q07820 whole entry, looked up): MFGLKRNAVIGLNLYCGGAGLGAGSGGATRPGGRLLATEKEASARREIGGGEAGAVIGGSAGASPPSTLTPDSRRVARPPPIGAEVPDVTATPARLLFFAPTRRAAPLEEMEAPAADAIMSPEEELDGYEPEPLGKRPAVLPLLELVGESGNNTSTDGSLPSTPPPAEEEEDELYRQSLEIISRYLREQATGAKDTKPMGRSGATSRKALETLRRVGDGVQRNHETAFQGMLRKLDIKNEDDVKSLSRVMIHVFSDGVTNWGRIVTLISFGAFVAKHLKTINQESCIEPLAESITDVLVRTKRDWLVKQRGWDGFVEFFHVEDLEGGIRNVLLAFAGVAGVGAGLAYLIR
# ABCG2 inh = inhibitors of human ABCG2 transporter, ABCB1 counter-screen; IgMXP3 cells, JC-1 efflux, flow cytometry; AID 1325; Q9UNQ0; 190,000 tested, 0.1% active; inhibition, % at 6.6 µM;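 active = inhibition above 80%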;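 note: 0% = DMSO and 100% = nicardipine control wells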
#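 Assay system – ABCG2 IgMXP3 and barcoded ABCB1 CCRF-Adr cell mix · Input – 3 million cells/mL in well · Reagent – JC-1 fluorescent substrate · Compound – single test compound dose, 6.6 µM final · Timing – 10 min exposure at 25 °C with rotation, no wash · Detection – flow cytometry of retained JC-1 fluorescence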
# Bim-Mcl-1 = human Bim-Mcl-1 interaction inhibition; Bead-based flow cytometry, Bim peptide-Mcl-1 binding; inhibition, % at 10 µM; Q07820; 190,000 tested, 0.1% active; in the data active = inhibition above about 40%;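 note: 0% = no compound tracer wells and 100% = peptide blocker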
# GSH fluor = GSH bead compound fluorescence profile | GSH beads flow cytometry, compound fluorescence 488/530 nm; stronger effect = higher value | fluorescence (KMESF) at 10 µM | 190,000 tested, 0.25% active | AID 1776; in the data active = fluorescence above about 89;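 note: glutathione beads carrying GST-tagged Bcl family fusion proteins plus one bare bead set; values are compound well signal with DMSO vehicle wells as background; inactives centre near 16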
# Pf gametocyte = inhibitors of late stage P. falciparum gametocyte viability; inhibition, % at 10.9 µM; P. falciparum stage V gametocytes, ATP luminescence, 24 h; 150,000 tested, 0.065% active;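 active = inhibition above the mean plus 3 SD of compounds within the control limits, set per campaign, cut at about 38% in these data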;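 note: 0% = DMSO wells and 100% = medium only without gametocytes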
# Avidin bead fluor = compound fluoresces at 488/530 nm on avidin beads. 220,000 tested, 0.38% active. fluorescence (KMESF) at 10 µM. compound fluorescence 488/530 nm, flow cytometry; stronger effect = higher value; in the data active = fluorescence above about 47; note: inactives centre near 10
# Mcl1 Bid PPI = Mcl-1/Bid interaction inhibition | Q07820 | TR-FRET Mcl-1/Bid-Dy647 peptide binding, 1536-well | inhibition, % at 21.7 µM | 220,000 tested, 0.97% active | AID 1021;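 active = compounds that cut the binding signal by more than half at the single screening dose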;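 note: His-tagged Mcl-1 with europium anti-His antibody binding Bid BH3 peptide; 0% = Mcl-1 plus peptide wells and 100% = peptide-only wells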
# RGS8-Gao reg = human RGS8-Galphao interaction regulation | P09471 | multiplexed bead flow cytometry, RGS8-Galphao binding; actives lie on both sides | response (percent of control binding), % at 10 µM | 220,000 tested, 0.34% active; in the data active = response below about 60% or above about 140%; inactive = in between;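 note: Galphao activated as the GDP aluminium fluoride complex binding bead-coupled RGS8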
# Target sequence (P09471 whole entry, looked up): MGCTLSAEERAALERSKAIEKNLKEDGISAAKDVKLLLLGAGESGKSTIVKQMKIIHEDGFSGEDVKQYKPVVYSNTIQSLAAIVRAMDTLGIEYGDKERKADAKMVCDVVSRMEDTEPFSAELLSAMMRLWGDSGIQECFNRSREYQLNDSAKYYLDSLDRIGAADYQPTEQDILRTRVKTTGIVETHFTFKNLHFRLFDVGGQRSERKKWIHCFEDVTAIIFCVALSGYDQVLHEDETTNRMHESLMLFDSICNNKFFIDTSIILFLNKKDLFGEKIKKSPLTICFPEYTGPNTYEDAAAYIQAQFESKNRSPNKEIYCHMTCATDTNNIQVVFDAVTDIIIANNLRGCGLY
# RGS4-Gao reg = modulates binding of RGS4 to human Galphao. P09471. Multiplexed bead flow cytometry; actives lie on both sides. binding response (% of control), % at 10 µM. 220,000 tested, 0.33% active; in the data active = binding response below about 49% or above about 150%; inactive = in between;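 note: fluorescent Galphao activated with aluminum fluoride binding bead-coupled RGS4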
# RGS7-Gao = regulators of human RGS7-Galphao interaction | P09471 | Multiplexed bead flow cytometry, RGS7-Galphao binding; actives lie on both sides | binding response (% of control), % at 10 µM | 220,000 tested, 0.35% active; in the data active = binding response below about 49% or above about 150%; inconclusive = no clear call, values can overlap the other calls; inactive = in between;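 note: fluorescent Galphao held in activated GDP-AlF4 state binding bead-coupled RGS7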
# ABCB1 inh = blocks JC-1 efflux by human ABCB1 transporter. P08183. CCRF-Adr cells, flow cytometry. inhibition, % at 6.6 µM. 190,000 tested, 0.067% active; in the data active = inhibition above about 40%;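 note: 0% = vehicle and 100% = reference inhibitor; higher value means more JC-1 retained so stronger ABCB1 efflux block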
# An asterisk follows results filed as active; ? = inconclusive; · = not tested or not shown.
SMILES,Mcl1 Noxa PPI,ABCG2 inh,Bim-Mcl-1,GSH fluor,Pf gametocyte,Avidin bead fluor,Mcl1 Bid PPI,RGS8-Gao reg,RGS4-Gao reg,RGS7-Gao,ABCB1 inh
Cc1cc(/C=C2/NC(=O)NC2=O)c(C)n1-c1sc2c(c1C#N)CCCC2,7,0,-2,16,·,3,-92,99,97,101,-0.1
O=C(COC(=O)c1cccc(Oc2ccccc2)c1)NCc1ccco1,10,4,-1,41,·,22,-9,100,134,120,0.4
O=C(Nc1ccc2sccc2c1)c1cccc(N2C(=O)CCC2=O)c1,-4,14,0,21,-3,10,-21,98,102,?,1.6
CCCn1c(SCC#N)nc2c(c1=O)C1(CCCC1)Cc1ccccc1-2,5,18,-4,26,·,11,5,101,99,97,1.5
O=C1CCc2cc(S(=O)(=O)NC(Cc3ccccc3)C(=O)NCC3CCCO3)ccc2N1 (stereo not given),24,1,-1,19,·,7,13,100,102,101,-0.8
O=C(Nc1ccccc1)c1ccc(NCCN2C(=O)CCC2=O)c([N+](=O)[O-])c1,14,2,-5,23,-3,12,-24,101,99,99,0.1
COc1cccc2cc(/C(C)=N/Nc3nc(-c4cc(C)ccc4C)cs3)c(=O)oc12,5,0,-3,37,-4,5,-46,96,92,92,-0.3
CC(NC(=O)c1ccco1)C(c1cccs1)N1CCN(c2ccc(F)cc2)CC1 (stereo not given),4,42,-4,11,-16,23,-11,101,99,102,2.9
CCOC(=O)c1cc(C(C)(C)C)n(CCCN2CCOCC2)c1C,-22,·,·,·,0,3,-50,103,103,?,·
CN(C)c1ccc(NC(=O)Nc2cccc(Cl)c2)cc1,76*,-1,-5,23,7,5,1,103,108,110,-0.9
Cc1ccc(C)c(/C=N/n2cc(-c3ccccc3)[nH]c2=S)c1,33,1,0,16,·,21,-37,100,102,102,0.1
COc1cc(OC)c(C#N)c(S(=O)Cc2ccccc2)c1 (stereo not given),4,2,2,11,·,8,-4,101,99,96,0.4
COc1ccc(-c2cc(-c3cccs3)c(C#N)c(SCC(=O)NCc3ccccc3OC)n2)cc1,-59,5,-1,18,·,11,18,100,97,100,2.4
O=S(=O)(c1ccc(-c2ccon2)s1)N1CCN(c2ccccn2)CC1,1,·,·,·,-26,12,6,88,89,?,·
COc1ccc(-c2nc(/C=C3\C(C)=Nc4ccccc43)c(O)o2)cc1,1,0,1,13,0,10,-22,99,100,?,1.1
O=C(/C=C/c1ccccc1)NC1CCS(=O)(=O)C1 (stereo not given),-13,-1,4,8,63*,3,-19,106,104,100,-0.1
CCCCSc1nc2ccc(Nc3nc(N4CCOCC4)nc(N4CCOCC4)n3)cc2s1,6,8,-1,26,10,21,-32,97,95,94,2.0
CN(CCC#N)C(=O)COC(=O)/C=C/c1ccc2c(c1)OCO2,-5,1,1,12,-7,9,-10,100,98,100,0.1
COC(=O)CN(c1cc(OC)ccc1OC)S(=O)(=O)c1ccc(OC)c(OC)c1,-15,4,0,19,·,25,-9,99,97,97,1.9
CCN(CC)C(=O)CN1C(=O)C2CC=C(Cl)CC2C1=O (stereo not given),-2,2,1,48,21,8,-63,101,101,99,0.3
COc1cc(OC)cc(-c2nc(=S)n3ccsc3n2)c1,3,2,1,23,·,8,4,98,92,98,0.4
Cn1c(=O)n(C)c2cc(NC(=O)c3ccccc3[N+](=O)[O-])c(Br)cc21,10,27,0,16,-6,9,-30,101,102,?,0.5
CC(C)NC(=O)NC(=O)COC(=O)c1ccc(F)cc1F,-21,10,-5,12,4,11,-11,100,100,104,0.6
COc1ccccc1NS(=O)(=O)c1cc(NC(=O)c2cc[n+]([O-])cc2)ccc1N1CCCC1,-4,1,-9,14,10,17,-51,99,102,?,0.1
CCOC(=O)c1cnc2cc(C)nn2c1-c1ccccc1,-1,2,-3,15,·,24,-3,90,91,90,0.4
CCOC(=O)c1ccccc1NC(=S)N1CCN(C2CCCCC2)CC1,-1,12,-7,16,7,11,-34,100,99,?,2.0
N=C1/C(=C\c2ccc(-c3cccc(C(=O)O)c3)o2)C(=O)N=C2SC=C(c3ccccc3)N12,93*,·,·,·,6,4,98*,101,102,?,·
COc1ccc(OC)c(NC(=O)COC(=O)c2ccc(S(=O)(=O)N3CCOCC3)cc2)c1,-4,1,-3,276*,·,7,-19,100,99,99,0.2
CCCCC(CC)c1nnc(NC(=O)c2cccs2)s1 (stereo not given),2,1,1,22,-11,20,10,100,94,103,0.9
COC(=O)CSc1nc(C)c(C(C)=O)cc1C#N,16,4,-3,25,-25,17,-21,107,109,108,-0.1
COc1ccc2[nH]c(=O)c(CN(C(=O)C3CCCO3)c3ccc(C)c(C)c3)cc2c1 (stereo not given),-18,·,·,·,-38,10,100*,101,101,?,·
O=C(COC(=O)c1ccc(S(=O)(=O)Nc2ccccc2)cc1)NCCC1=CCCCC1,15,15,-1,11,·,10,5,102,103,102,0.7
CCn1cc([N+](=O)[O-])c(C(=O)N2CCOCC2)n1,12,2,-5,11,1,3,-14,102,98,105,0.5
COC(=O)C1CCN(C(=O)COC(=O)c2n[nH]c3ccccc23)CC1,19,2,1,16,-2,21,-31,91,90,89,0.7
O=C(c1ccncc1)c1ccc(Br)cc1,-2,1,-3,27,·,4,-7,100,101,93,0.1
COc1cc(OC)cc(-c2cc3nc(C)cc(N4CCN(C(=O)c5ccco5)CC4)n3n2)c1,24,9,0,12,·,20,13,103,102,104,5.7
CC(Sc1nc(-c2ccco2)nc2c1c(=O)n(C)c(=O)n2C)C(=O)O (stereo not given),24,·,·,·,-15,5,6,100,98,·,·
CC(C)(C)NC(=O)Cn1cc(C#N)c2cc(Br)ccc21,0,7,-2,42,11,12,-20,101,100,100,-0.1
CC(=O)N1CCC(C(=O)c2ccc(Cl)cc2)CC1,4,-6,-3,23,·,30,10,100,101,100,0.3
COc1ccc(Nc2nc3c(c(=O)n(C)c(=O)n3C)n2CCO)cc1,-2,11,0,48,·,11,-61,104,100,101,-0.2
COc1ccc(/C=N/Nc2nc3ccccc3[nH]2)c(OC)c1OC,-78,·,·,·,-21,3,-209,96,89,?,·
Cc1ccc(C)c(N2CN(Cc3ccco3)CNC2=S)c1,5,-2,-2,16,-24,16,-36,102,105,100,0.0
COc1ccccc1Oc1ncnc2sccc12,-1,3,-1,11,14,5,-6,97,102,97,0.9
CC(C)C(NC(N)=O)C(=O)NC1CCCCC1 (stereo not given),2,6,-1,17,·,8,-8,101,103,101,1.3
CNS(=O)(=O)c1ccc(C)cc1,28,0,-2,24,·,12,46,104,105,102,-0.3
COc1cccc(N2CCN(C3CC(=O)N(c4ccc(F)c(Cl)c4)C3=O)CC2)c1 (stereo not given),-8,43,-7,40,·,15,-14,99,101,93,2.5
CCOC(=O)NC(=O)/C(C#N)=N\Nc1cccc(Cl)c1,27,·,·,·,11,12,-129,103,101,?,·
COc1ccc(N(C(=O)Cc2cccs2)C2C=CS(=O)(=O)C2)cc1 (stereo not given),11,3,0,11,·,3,-27,103,99,97,1.7
O=c1c2oc3ccccc3c2[nH]c(=S)n1-c1ccccc1,32,-1,-16,17,-20,8,-40,84,94,85,-0.4
c1ccc(-c2nnc(CSc3nc4ccccc4[nH]3)o2)cc1,19,1,-2,13,-7,24,2,101,104,101,0.1
COc1ccc(NC(=S)N2CCCC2)cc1OC,0,2,1,13,·,11,-24,99,102,105,0.2
COc1cc2ncnc(NCc3ccc(C)o3)c2cc1OC,-1,10,-2,17,-19,6,-62,99,91,92,0.6
Cc1ccc(C(=O)Nc2sc(C(=O)N(C)C)c(C)c2C#N)cc1,-5,3,4,5,·,2,-39,103,100,96,0.9
CCCc1[nH]nc2c1C1(C(=O)N(C(C)C)c3ccccc31)C(C#N)=C(N)O2 (stereo not given),-9,1,0,67,8,6,2,102,102,99,0.6
O=C(Nc1ccc(O)c2c(=O)cc(-c3ccccc3Cl)oc12)c1cccs1,17,·,·,·,·,7,-62,102,99,?,·
CCOC(=O)N1CCC(NC(=O)c2cc(S(=O)(=O)NCCc3ccccc3)ccc2F)CC1,8,1,-5,24,10,37,-2,101,119,114,1.1
CC1(C)CC(=O)C(N=Nc2ccc(S(=O)(=O)N3CCOCC3)cc2)=C(O)C1,-22,·,·,·,18,7,6,93,89,?,·
CCc1ccc(C2CC(=O)N(c3ccc(F)cc3)C3=C2C(=O)OC3)cc1 (stereo not given),11,7,0,20,14,10,-40,104,104,105,3.9
CCCOC(=O)c1ccc(Cl)c(NC(=O)c2cccnc2)c1,-6,3,3,14,·,9,-20,102,99,101,0.6
COC(=O)/C(=C/Nc1ccccc1)[N+](=O)[O-],25,1,0,25,·,13,-30,97,92,93,0.2

# The results go on.
SMILES,Mcl1 Noxa PPI,ABCG2 inh,Bim-Mcl-1,GSH fluor,Pf gametocyte,Avidin bead fluor,Mcl1 Bid PPI,RGS8-Gao reg,RGS4-Gao reg,RGS7-Gao,ABCB1 inh
CC(=O)c1c(C)nc2sc3c(=N)n(N)cnc3c2c1-c1ccc(Cl)cc1,15,-2,-23,19,9,2,-25,95,107,111,-0.3
Cc1ccc(N2C(=O)CSC2c2cccnc2)c(Cl)c1 (stereo not given),-15,·,·,·,17,7,-21,104,102,?,·
Cc1cc(Cl)ccc1C(=O)C1CCCN(C(=O)c2cc(C(C)C)no2)C1 (stereo not given),-3,2,0,11,-7,11,-9,102,102,102,0.3
CN(C)c1nccc(Nc2ccccc2)c1C#N,6,20,-4,18,-9,32,1,100,103,100,0.7
O=C(CCC1CCCCC1)N1CCN(Cc2ccc3c(c2)OCO3)CC1,7,1,-2,20,·,6,-2,101,97,103,0.6
C/C(=N\O)C(C)NC(=O)c1ccccc1 (stereo not given),7,4,-2,6,19,1,-9,107,104,104,0.6
Cc1ccc(C(=O)NC2CC3CCCC(C2)N3C(=S)NCc2ccco2)cc1 (stereo not given),-12,3,0,23,·,10,-47,102,102,104,2.4
O=C(N/N=C/c1cc2c(cc1Cl)OCO2)c1ccc2c(c1)OCCO2,-6,·,·,·,-7,5,-12,105,103,·,·
O=C(CSc1nnc(-c2ccco2)n1CC1CCCO1)NC1CCCC1 (stereo not given),-3,3,-5,33,·,11,-9,99,98,98,0.3

# Some of the entries so far, bar-delimited:
SMILES | Mcl1 Noxa PPI | ABCG2 inh | Bim-Mcl-1 | GSH fluor | Pf gametocyte | Avidin bead fluor | Mcl1 Bid PPI | RGS8-Gao reg | RGS4-Gao reg | RGS7-Gao | ABCB1 inh
CC(C)(C)NC(=O)Cn1cc(C#N)c2cc(Br)ccc21 | 0 | 7 | -2 | 42 | 11 | 12 | -20 | 101 | 100 | 100 | -0.1
CC(=O)N1CCC(C(=O)c2ccc(Cl)cc2)CC1 | 4 | -6 | -3 | 23 | · | 30 | 10 | 100 | 101 | 100 | 0.3
COc1ccc(Nc2nc3c(c(=O)n(C)c(=O)n3C)n2CCO)cc1 | -2 | 11 | 0 | 48 | · | 11 | -61 | 104 | 100 | 101 | -0.2
COc1ccc(/C=N/Nc2nc3ccccc3[nH]2)c(OC)c1OC | -78 | · | · | · | -21 | 3 | -209 | 96 | 89 | ? | ·

# Screening results (PubChem)

# No enrichment for hits; any-hit rate near 3.3%.
